Screens: PubChem BioAssay, several laboratories
HSF1 activator – increases HSF-1 driven luciferase reporter signal; activation, % at 9 µM; actives 1.7% (n = 300,000); AID 504408; NIH3T3-HGL HSF-1 luciferase reporter, MG132, 8 h; 100% = twice DMSO control signal;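 active = mean replicate activation of at least 50% with a set share of replicates each reaching 50%; inconclusive = only one of those two conditions met; inactive = mean below 50% and too few replicates reaching it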;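 note: 0% = median of the neutral control wells and 100% = twice that signal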
GSK3A inh – inhibitors of human GSK-3 alpha kinase; inhibition, % at 10 µM; P49840; AID 2650; ADP-Glo luminescence, 60 min; actives 0.1% (n = 320,000);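 in the data active = inhibition above about 50%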;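 note: GST-tagged GSK-3 alpha with peptide substrate and 25 µM ATP; 0% = DMSO neutral wells and 100% = GW8510 positive control wells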
Target sequence (P49840 whole entry, looked up): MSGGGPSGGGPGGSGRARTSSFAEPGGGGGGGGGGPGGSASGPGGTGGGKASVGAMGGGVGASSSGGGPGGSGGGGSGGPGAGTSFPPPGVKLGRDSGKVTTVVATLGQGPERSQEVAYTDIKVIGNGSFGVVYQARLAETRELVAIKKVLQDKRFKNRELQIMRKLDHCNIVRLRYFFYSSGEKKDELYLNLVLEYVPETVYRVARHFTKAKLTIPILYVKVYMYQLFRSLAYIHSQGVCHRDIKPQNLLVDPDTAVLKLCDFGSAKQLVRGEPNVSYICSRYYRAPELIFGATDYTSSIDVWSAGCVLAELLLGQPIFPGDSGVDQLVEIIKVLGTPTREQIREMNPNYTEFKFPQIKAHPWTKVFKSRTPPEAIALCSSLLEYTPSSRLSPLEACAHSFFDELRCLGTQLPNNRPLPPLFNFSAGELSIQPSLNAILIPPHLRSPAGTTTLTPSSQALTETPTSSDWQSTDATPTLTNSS
aSyn UTR inh – 5' untranslated region of α-synuclein, MLPCN primary screen; alpha-synuclein 5'UTR reporter, inhibitor activity; inhibition, % (tested at 7.5 µM); actives 0.82% (n = 300,000); AID 1813; in the data active = inhibition above about 60%; inconclusive = no clear call, values can overlap the other calls;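 note: H4 neuroglioblastoma cells stably carrying SNCA 5'UTR luciferase fusion; 0% = DMSO wells and 100% = positive control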
AI-2 QS mod – modulates the Vibrio harveyi AI-2 quorum sensing system; Vibrio harveyi JMH597 AI-2 luminescence/OD600 ratio, 9 h; active compounds read low; strain lacks LuxN and CqsS sensors; 0 = neutral-control median; activity change, % at 7.5 µM; actives 0.4% (n = 300,000); AID 2094; in the data active = activity change below about -75%, passing the limit was not always enough; inconclusive = no clear call, values can overlap the other calls;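 note: luminescence divided by OD600 gain over 9 h not by final OD600 alone; inactives centre near 13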
HSP90 inh – blocks HSP90-mediated luciferase refolding in reticulocyte lysate. Rabbit reticulocyte lysate, luciferase refolding luminescence, 3 h. inhibition, % at 5.6 µM. actives 0.91% (n = 290,000). AID 1789;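 active = inhibition above the screen-wide mean plus 3 SD, computed separately per campaign, cut at about 16% in these data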;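 note: 0% = DMSO wells and 100% = 60 µM geldanamycin wells; inhibitors lower the luminescence because luciferase stays unfolded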
KLF5 inhibitor – suppresses KLF5 promoter-driven expression. DLD-1 KLF5 promoter-luciferase reporter, luminescence. inhibition, % at 5 µM. actives 0.23% (n = 290,000);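 active = inhibition above a per-plate limit of that plate's mean compound inhibition plus 3 SD, cut at about 60% in these data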;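 note: 0% = DMSO wells and 100% = LY294002 at 200 µM; higher means less KLF5 promoter-driven luciferase light; inactives centre near -14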
PolyA inhibitor – yeast polyadenylation inhibition; S. cerevisiae SKY197-pL101 polyadenylation reporter, beta-gal luminescence; efflux-impaired pdr1/pdr3 knockout yeast; score 100 = 6 SD above DMSO; calls only at 12 µM; actives 0.02% (n = 300,000);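 active = lowest replicate activity score at least 50, where 100 means six control SD above control mean; inconclusive = lowest score under 50 but half or more replicates reach 50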;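 note: yeast exposed to compound for 9 h at 30 °C; higher score means more reporter readthrough which indicates perturbed polyadenylation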
GSK3beta inhib – inhibitors of human GSK3beta kinase. GST-GSK3beta kinase, ADP-Glo luminescence, 60 min; active compounds read low. activity score (negative = inhibition), % at 10 µM. actives 0.038% (n = 300,000);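 active = more than half of replicate wells score below -50%, meaning over 50% inhibition versus plate controls; inconclusive = some replicates but at most half score below -50%; inactive = no replicate scores below -50%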;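 note: 0% = median DMSO wells and -100% = median GW8510 positive control wells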
Target sequence (P49841 whole entry, looked up): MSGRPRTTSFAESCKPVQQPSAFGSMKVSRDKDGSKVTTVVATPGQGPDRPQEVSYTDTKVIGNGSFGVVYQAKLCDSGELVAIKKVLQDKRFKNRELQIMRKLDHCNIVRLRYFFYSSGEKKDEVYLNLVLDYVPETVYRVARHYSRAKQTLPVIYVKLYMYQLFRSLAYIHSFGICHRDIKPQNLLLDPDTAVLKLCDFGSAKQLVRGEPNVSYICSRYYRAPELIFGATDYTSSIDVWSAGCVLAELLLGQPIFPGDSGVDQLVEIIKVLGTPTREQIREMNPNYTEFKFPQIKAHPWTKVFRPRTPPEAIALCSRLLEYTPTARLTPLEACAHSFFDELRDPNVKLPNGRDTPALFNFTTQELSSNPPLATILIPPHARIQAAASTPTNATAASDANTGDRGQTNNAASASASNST
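test system = GST-tagged human GSK3beta kinase, cell-free | reagent = 25 µM ATP with peptide substrate | dosing = one dose of 10 µM per compound | schedule = 60 min reaction, RT | detection = luminescent ADP-Glo measurement of ADP formed | control set = DMSO neutral wells and GW8510 at 20 µM as positive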
IEC-6 cytotox – counter-screen for KLF5 inhibitors: cytotoxicity in IEC-6 cells | actives 0.78% (n = 290,000) | IEC-6 cytotoxicity, luminescence viability | inhibition, % at 5 µM; in the data active = inhibition above about 22%;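 note: 0% = plate median of test compound wells and 100% = cytotoxic reference compound wells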
HSF1 inh – HSF1 inhibition. AID 2098. NIH3T3-HGL HSE-luciferase, MG132-induced, luminescence 8 h; active compounds read low. actives 0.77% (n = 300,000). activity change, negative = inhibition, % at 7.5 µM (by protocol);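 active = more than half of replicate wells show activity change below -50%, luminescence cut by over half; inconclusive = some wells, but at most half, below -50%; inactive = no replicate well below -50%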;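 note: luciferase reports HSF-1 transcriptional activity via heat shock element; 0% = median of DMSO wells and -100% = zero luminescence signal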
Starred values were filed as active, the others as inactive; i = inactive; ? = inconclusive; . = no result given.

SMILES	HSF1 activator	GSK3A inh	aSyn UTR inh	AI-2 QS mod	HSP90 inh	KLF5 inhibitor	PolyA inhibitor	GSK3beta inhib	IEC-6 cytotox	HSF1 inh
CN(C)c1ccc(/C=N/NC(=O)C(O)c2ccc(Br)cc2)cc1 (centres undefined)	-9	-3	12	-45	1	-7	i	0	-1	-3
O=C(NCCN1C(=O)S/C(=C\c2ccc(Cl)cc2)C1=O)c1ccc(F)c(S(=O)(=O)N2CCOCC2)c1	21	0	-27	45	1	-22	i	2	-3	9
CN(c1ncc(C(F)(F)F)cc1Cl)n1cc(C(N)=O)c2ccccc2c1=O	-5	-1	4	-1	1	-18	i	1	-5	-3
COc1ccc(Nc2ccc(N3C(=O)CC(C)C3=O)cc2[N+](=O)[O-])cn1 (centres undefined)	-21	-1	18	19	-2	4	i	1	-5	3
Cc1cc(=O)oc2cc(OCC(=O)Nc3nnc(CC(C)C)s3)ccc12	3	-2	-6	15	0	5	i	1	0	-5
COc1ccc(N2CC(C(=O)Nc3nnc(SCc4cccnc4)s3)CC2=O)cc1 (centres undefined)	3	-1	4	-2	0	-5	i	-3	-3	-2
CCC(=O)Nc1ccc(C(=O)N2CCN(C(=O)c3ccco3)CC2)cc1	1	-1	-26	14	-1	0	i	-3	2	-3
COc1cccc(C2C(C#N)=C(N)N(N(C)C)C3=C2C(=O)CC(C)(C)C3)c1 (centres undefined)	2	3	3	0	2	-7	i	-3	9	-1
Cc1c(Cl)ccc2c1NC(=O)C21NC(CCC(N)=O)[C@H]2C(=O)N(c3ccc(Cl)cc3)C(=O)[C@H]21 (some centres undefined)	56*	-2	-34	9	-3	-6	i	-2	6	18
O=C(Cc1ccon1)c1ccc(O)cc1O	50	0	4	8	-1	-33	i	0	3	11
CCC(=O)NC(c1cccs1)c1cc([N+](=O)[O-])c2cccnc2c1O (centres undefined)	-4	-8	4	8	4	0	i	4	3	-7
Cc1nn(CCCC(=O)NCCCN2CCN(C)CC2)c(=O)c2c1sc1ccccc12	-31	0	14	8	-1	2	i	-2	-1	-13
CN1CCN(CC(O)COc2ccc(OCC(O)CN3CCN(C)CC3)cc2)CC1 (centres undefined)	-16	-1	24	6	-1	-31	i	-8	-6	-6
C/C(=N\N1C(C)CCCC1C)c1ccccc1O (centres undefined)	19	-4	-7	8	4	-10	i	4	-2	-1
O=C(Nc1ccc2[nH]ccc2c1)c1ccc(F)cc1	34	2	33	20	53*	52	i	-5	-2	14
Cn1c(=O)c2c(nc(SCC(=O)NCc3ccc4c(c3)OCO4)n2Cc2ccc(F)cc2)n(C)c1=O	-3	1	8	30	0	7	i	0	-1	11
COCc1[nH][nH]c(=O)c1/C=N/N1CCOCC1	19	-2	-19	15	-1	-12	i	-1	-1	5
O=C1Nc2c(c(=O)[nH]c(=O)n2-c2ccccc2)C(C(F)(F)F)(C(F)(F)F)N1	-3	2	-7	18	0	-22	i	-1	-6	-8
O=C(NCCCN1CCCC1=O)c1ccc2c(=O)n(Cc3ccco3)c(=S)[nH]c2c1	8	2	6	12	0	-31	i	-2	-4	6
Cc1cc(NC(=O)c2cccc(S(=O)(=O)N3CCC(C)CC3)c2)no1	7	-2	10	13	-3	16	i	2	4	5
COc1cc(S(=O)(=O)Nc2ccccc2)ccc1NC=O	5	-4	4	13	-1	-43	i	1	4	-8
COc1ccc(C(=O)Nc2ccc3c(c2)C(=O)NC3=O)cc1	-49	1	-2	20	-4	-20	i	2	-10	-35
CCc1ccc(C(=O)COC(=O)[C@@H](NC(N)=O)[C@@H](C)CC)cc1	-8	-1	-58	16	-6	-36	i	0	-6	5
Cc1ccc(S(=O)(=O)N2CCCCC2CCNC(=O)C(=O)NCc2ccncc2)cc1 (centres undefined)	-23	-7	56	-5	.	.	i	-22	.	-1
O=C(CCN1CCN(S(=O)(=O)c2cccc([N+](=O)[O-])c2)CC1)Nc1ccccc1F	-15	3	23	13	3	0	i	1	4	-1
CC1CCN(C(=O)CN(C)S(=O)(=O)c2cccc3nsnc23)CC1	8	-1	-7	3	3	-19	i	1	-10	-9
COC(=O)C1=C(N)Oc2cc(C)n(CCCn3ccnc3)c(=O)c2C1c1cccc(Cl)c1 (centres undefined)	2	2	-4	16	.	.	i	-2	.	-3
COc1ccc(C2N(c3cccc(Cl)c3)C(=O)C3CCCN32)cc1 (centres undefined)	0	-2	-20	-3	0	-8	i	-1	2	3
COc1ccc(-n2nc(C(=O)NCC(=O)N3CCC(C)CC3)c3ccccc3c2=O)cc1Cl	17	1	-60	6	0	-40	i	-2	-1	4
Cc1ccc(S(=O)(=O)N2CCOc3ccccc32)c(C)c1NS(C)(=O)=O	-1	-1	12	11	1	-13	i	-1	6	-2
C/C(=N\NC(=O)c1ccc(O)cc1)c1ccc(NC(=O)Cc2ccccc2)cc1	.	.	.	12	0	-115	.	1	-4	.
N#Cc1ccc(C(=O)Nc2nnc(-c3ccco3)o2)cc1	20	-1	-33	-60	-1	10	i	0	2	-2
CCCCC[C@H](O)/C=C/[C@@H]1[C@@H](C/C=C\CCCC(=O)OC)[C@@H](O)C[C@H]1O	-14	-5	?	5	0	1	i	4	3	-1
Cc1cc(NC(=O)c2cnn3c(C(F)F)cc(-c4ccccc4)nc23)no1	25	2	-3	9	0	-22	i	3	0	-6
CCCCCOC(=O)C1=C(C)NC(=O)NC1c1ccc2c(c1)OCO2 (centres undefined)	19	4	9	39	4	-14	i	-5	-3	2
Cc1cc(N2CCN(Cc3ccccc3)CC2)n2nc(C)c(-c3ccccc3)c2n1	7	-3	-1	-6	2	11	i	-1	-2	-2
O=C(N/N=C/c1ccc(OC(=O)c2ccco2)cc1)c1ccc[n+]([O-])c1	-13	1	4	1	.	.	i	0	.	-6
CC(C)c1cc(-c2cc(C(=O)NCc3ccccc3)on2)nc(NCC2CC2)n1	-1	2	2	1	.	.	i	0	.	-4
O=C(Cn1cnc2c(nnn2Cc2ccc(F)cc2)c1=O)N1CCCc2ccccc21	2	1	19	13	4	-13	i	5	-2	-3
O=C(NC(=S)Nc1ccc(F)c([N+](=O)[O-])c1)c1ccccc1F	31	13	-44	5	-3	-24	i	-2	-8	22
Oc1ccccc1/C=N/Nc1nccnc1Cl	2	3	88*	-43	8	-58	i	-2	1	12
Cc1ccc(-c2c(C(=O)N/N=C/c3c[nH]c4ccccc34)nnn2-c2nonc2N)cc1	-8	0	21	14	5	-17	i	1	8	-10
CC(=O)Nc1ccnc(-c2cccnc2)n1	6	14	-43	13	-1	10	i	-13	-5	-6
O=C1C2CC=CCC2C(=O)N1Cc1nnc(-c2ccccc2Br)o1 (centres undefined)	5	-2	-25	0	2	-24	i	1	6	3
CC(C)OCC(O)CN1CCNCC1 (centres undefined)	-46	1	-9	5	-3	-23	i	0	2	-31
CCOC(=O)NC(C)N1C(=O)C2C3C=CC(C3)C2C1=O (centres undefined)	13	0	1	2	0	9	i	5	1	0
Nc1cc(=O)[nH]c(SCC(=O)c2ccc(F)cc2)n1	-40	-1	-3	3	3	-8	i	-3	-5	-36
N/C(Cc1ccc(Cl)cc1)=N\OC(=O)C1CCCCC1	48	-2	-40	?	0	-17	i	2	-5	8
CC(C)COc1ccc(C(=O)Nc2ccc(SC(F)F)cc2)cc1	?	-1	-90	13	-2	-32	.	2	-2	18
CCc1cc(C(c2ccccc2OC)N2CCOCC2)c(NC(=O)c2ccccc2)s1 (centres undefined)	69*	-4	17	16	1	-10	i	-4	-6	40
O=C1C2=C(CCCC2)C(=O)N1CNc1ccccc1	12	4	-11	13	-2	-12	i	2	0	1
CSc1ccc(S(=O)(=O)Nc2ccc(NC(C)=O)cc2)cc1	2	-3	0	29	-3	-14	i	1	-2	-3
Cc1ccccc1CSCC(=O)Nc1ccccc1-c1ccccc1	6	-1	25	5	4	-6	i	-5	3	3
Cc1ccc(C)c(OCCn2cc(/C=C(/C#N)C(=O)NCC3CCCO3)c3ccccc32)c1 (centres undefined)	3	-2	11	16	2	26	i	4	-2	8
CCOc1ccc(NS(=O)(=O)c2ccc(SC)cc2)cc1	-6	-2	-27	-12	3	-3	i	0	2	6
COc1ccc(NC(=O)CN(C)C(=O)CCCc2c[nH]c3ccccc23)cc1	9	0	4	-2	.	.	.	-2	.	-4
O=[N+]([O-])c1ccccc1/C=N/n1c(-c2cccnc2)n[nH]c1=S	13	48	-26	32	-4	17	i	-4	0	-2
Cc1nnc(C)n1/N=C/c1ccccn1	-3	-5	-7	30	-1	-18	i	2	1	1
CC(C)C(C)NC(=O)COC(=O)/C=C/c1ccc(S(=O)(=O)N2CCc3ccccc32)cc1 (centres undefined)	32	-2	-8	26	3	-3	i	0	7	23
CC(C)C(=O)Nc1ccc(C(=O)Nc2nnc(C(C)C)s2)cc1	32	1	-107	11	0	-59	i	1	-2	17
Later entries
SMILES	HSF1 activator	GSK3A inh	aSyn UTR inh	AI-2 QS mod	HSP90 inh	KLF5 inhibitor	PolyA inhibitor	GSK3beta inhib	IEC-6 cytotox	HSF1 inh
COc1ccccc1CNC(=O)[C@H](NC(=O)C1CCN(C(=O)[C@@H](N)CCSC)CC1)C(C)C	12	-1	-10	11	1	-8	i	2	1	0
Cc1cc2ncn(CCOc3ccccc3)c2cc1C	?	.	-168	30	-9	-107	i	3	0	39
COc1ccc(NC(C)=O)cc1NC(=O)CSc1nnc(-c2ccccc2)n1N	-11	1	6	7	-5	-24	i	4	-6	-7
O=C(CSc1nnc(SCC(=O)c2ccco2)s1)c1ccco1	-18	-2	-2	28	0	-19	i	1	-4	-3
CCN(C(=O)c1ccc(Cl)cc1[N+](=O)[O-])c1ccccc1C	-1	-1	8	-6	-2	-11	i	-9	-6	1
COC(=O)CN(n1cnnc1)S(=O)(=O)c1ccccc1Cl	-2	-3	-7	12	2	9	i	1	-5	-3
CCc1sc(C(=O)Nc2ccccc2N2CCOCC2)cc1C	-9	0	-6	30	-7	-38	i	0	-3	3
O=C(Nc1ccccc1F)c1ccc2snnc2c1	19	-1	-77	8	0	-69	i	-5	0	9
CCOC(=O)C(NC(=O)Nc1ccc(F)cc1)(OCC)C(F)(F)F (centres undefined)	-2	-1	1	15	5	-1	i	2	3	-14
CCOC(=O)C1CCN(Cc2ccccc2C)CC1	49	-5	-24	-1	1	-32	i	-4	3	18
CCN(CC1CCCN(CCc2cccc(F)c2)C1)C(=O)c1cc(C)oc1C (centres undefined)	-17	-1	-1	27	1	-42	i	.	3	2
O=c1c2c(ncn1Cc1ccccc1)nc1n2CCC1	27	0	13	13	1	0	i	-2	-4	17

A portion of the library (hit frequency here may not be typical).
